DT40 TDP1 no CPT = qHTS for Inhibitors of human tyrosyl-DNA phosphodiesterase 1 (TDP1): qHTS in cells in absence of CPT | DT40 Tdp1-/- hTDP1 cells, no CPT, ATP luminescence, 48 h | Potency, µM (doses to about 46.2 µM), inactives show at the top dose activity change, negative = growth inhibition, actives largely listed as inhibitors | 420,000 compounds, 15% hits | AID 686978, 2013; also: nearly all actives have a fitted effect of over 55% in size
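Cells were dispensed at 400 per well, compounds added by pin tool, plates incubated ≥48 hr at 37 °C, then CellTiter-Glo added for 30 min at room temperature before luminescence reading. Line: DT40 Tdp1-/- complemented with hTDP1; camptothecin omitted.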
KAT2A inh = qHTS Assay for Inhibitors of GCN5L2 | Histone acetyltransferase KAT2A (Homo sapiens), Q92830 | GCN5L2 HAT assay, ThioGlo1 CoA-SH fluorescence | Potency, µM (series often up to 58.9 µM), for inactives: at the highest dose activity change, negative = inhibition, usual class: inhibitors | 390,000 compounds, 0.21% hits | AID 504327, 2011
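Enzyme at 20nM final was mixed with library compounds for 15 min at room temperature. Peptide H3(1-25) at 75uM, acetyl-CoA at 70uM and ThioGlo1 at 50uM were then added. Plates were read immediately and after 20 min (Ex340nm/Em540nm).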
TDP1 inh = qHTS Assay for Inhibitors of Tyrosyl-DNA Phosphodiesterase (TDP1); Tyrosyl-DNA phosphodiesterase 1 (Homo sapiens), Q9NUW8; 350,000 compounds, 0.28% hits; recombinant TDP1, AlphaScreen DNA substrate cleavage; Potency, µM (titrated, usually from 130 µM), for inactives: at the top dose activity change, negative = inhibition, usual class: inhibitors; AID 485290, 2010; also: nearly all actives have a fitted effect of over 40% in size
Target sequence (Q9NUW8 whole entry, looked up): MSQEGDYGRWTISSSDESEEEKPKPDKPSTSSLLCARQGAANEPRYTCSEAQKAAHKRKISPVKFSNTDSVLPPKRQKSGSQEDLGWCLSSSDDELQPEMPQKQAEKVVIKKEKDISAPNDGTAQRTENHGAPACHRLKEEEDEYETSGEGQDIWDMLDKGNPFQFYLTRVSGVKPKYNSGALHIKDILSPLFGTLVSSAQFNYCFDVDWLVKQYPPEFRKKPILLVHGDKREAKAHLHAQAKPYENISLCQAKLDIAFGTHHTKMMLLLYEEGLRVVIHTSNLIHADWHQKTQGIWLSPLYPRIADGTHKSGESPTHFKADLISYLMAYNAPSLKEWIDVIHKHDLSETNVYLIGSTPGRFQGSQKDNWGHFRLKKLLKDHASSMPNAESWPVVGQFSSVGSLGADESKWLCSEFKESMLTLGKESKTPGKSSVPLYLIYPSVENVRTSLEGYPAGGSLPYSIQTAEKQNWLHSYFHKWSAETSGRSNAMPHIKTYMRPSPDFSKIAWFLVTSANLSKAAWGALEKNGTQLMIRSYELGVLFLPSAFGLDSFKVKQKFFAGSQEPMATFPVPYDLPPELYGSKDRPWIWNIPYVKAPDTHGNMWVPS
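Enzyme-compound mixtures sat 15 min at room temperature, followed by a 5 min reaction with 15 nM final substrate and 10 min with AlphaScreen beads. Recombinant human Tdp1 was used at 1 nM final.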
Starred values were filed as active, the others as inactive; ? = inconclusive; / = no result given; & = joins results of further samples; [ ] = another dose, or the depositor's remark. Calls follow the shape of the dose curve; as a rule, active = well fitted curve in the direction sought with a large enough effect; inconclusive = small, poorly fitted or top-dose-only effect, or another doubt; inactive = no such curve, though single readings can be large; an effect the other way counts as inactive or inconclusive. % is scaled to controls: 0 for no effect and ±100 for the full control effect; potency is read from the fitted curve at half-maximal effect. Only part of the results is shown; count on the stated rates, not on these rows.

SMILES	DT40 TDP1 no CPT	KAT2A inh	TDP1 inh
COc1ccc(OCC(O)COc2ccc(OC)cc2)cc1	?	-3%	8%
CC(=O)N/N=C(/C)c1ccc(NC(=O)c2csc(C)c2C)cc1	-16%	-4%	3%
COc1ccc(NC(=O)CSc2nc(C(C)C)nc3c2c(=O)n(C)c(=O)n3C)c(OC)c1	-11%	-13%	1%
CCOc1ccccc1CNCCNCC(C)O (stereo unspecified)	-4%	-23%	5%
COc1ccc(-c2nc(C)c(CCNC(=O)Cc3ccc(F)cc3)s2)cc1OC	/	-15%	7%
O=C(c1ccco1)N1CCN(c2nc3c(F)cc(F)cc3s2)CC1	?	1%	0%
Cc1cc2cc(C=C(C#N)C#N)c(Cl)nc2cc1C	7.3µM*	-5%	3%
Cc1nc2cnc(N(C)C)nc2n(Cc2cccs2)c1=O	-29%	-22%	/
NC(=O)[C@@H]1CC2(CC(c3cccc(NC(=O)[C@H]4CCC(=O)N4)c3)=NO2)CN1C(=O)COc1ccc(Cl)cc1 (stereo partly specified)	-7%	-4%	5%
O=C(c1ccc(CN2CCOCC2)cc1)N1CCN(c2ccccc2F)CC1	-30%	-3%	0%
CCOc1ncccc1C(=O)OCC(=O)NC(=O)c1ccccc1	16%	-5%	3%
COc1ccc(CCNC(=O)Cn2nnc(-c3cccc(OC)c3OC)n2)cc1OC	?	2%	2%
CSc1ccc(CCNC(=O)c2ccc3c(c2)nc2n3CCOC2)cc1	?	-9%	3%
O=C(Cn1ccn(-c2ccc(F)cc2)c(=O)c1=O)NCCc1ccccc1	1%	-2%	3%
CC(Oc1ccc2c3c(c(=O)oc2c1)CCC3)C(=O)NCc1ccccn1 (stereo unspecified)	?	0%	1%
COc1ccccc1C(=O)NC(=O)COC(=O)Cc1ccc(F)cc1	8%	-8%	-1%
CC(C)CNS(=O)(=O)c1ccc(CCC(=O)Nc2cc(Cl)ccc2Oc2ccccc2)cc1	?	-4%	3%
CCN(CC)C(=O)c1ccccc1NC(=O)c1ccccc1C	-4%	-4%	4%
O=C(CSc1nc2c(cnn2-c2ccccc2)c(=O)[nH]1)N1CCCCC1	6%	-3%	3%
COc1cnn(-c2ccc(C)cc2)c(=O)c1Cl	-26%	1%	3%
CC(=O)N1[C@H](Cc2ccccc2)C=C[C@]1(C)C(=O)NCCN1CCOCC1	-14%	-2%	9%
CN1CCC(C2(O)c3ccccc3CCc3ccccc32)CC1	?	-1%	-3%
CCOc1cc2[nH]c(=O)n(CCC(=O)NCCc3ccccc3)c(=O)c2cc1OCC	-21%	14%	-4%
Clc1ccc(Cn2ncc3c(N4CCOCC4)ncnc32)cc1	23µM*	-16%	3%
COc1ccccc1-c1cc(C(=O)NCc2ccc(Cl)cc2)no1	-21%	-14%	2%
O=C(O)c1ccccc1C(=O)Nc1ccc(Br)c(C(F)(F)F)c1	-1%	-7%	1%
COc1ccccc1/C=C/CN1CCCCC1	11%	-2%	/
CCOc1ccc(Cc2nn[nH]n2)cc1	-1%	-9%	5%
CNC(=O)CN(CCc1ccccc1)S(=O)(=O)c1ccc(OC)cc1	9%	-14%	/
COc1ccc(S(=O)(=O)N(C)c2ccc(C(=O)N3CCCCC3)cc2)cc1OC	21µM*	0%	/
CN(C)C(=O)c1ccc(-c2ccc3ncnc(N(C)C)c3c2)cc1	?	-11%	/
Cc1cc(CNC(=O)C2CCC(=O)N(CCc3cccc(F)c3)C2)nn1C (stereo unspecified)	-7%	-1%	1%
COc1ccc(-c2cc(C(F)(F)F)nc(N3CCN(C)CC3)n2)cc1	16µM*	2%	0%
c1ccc(COCCN2CCN(CCOCc3ccccc3)CC2)cc1	?	1%	1%
Cc1[nH]c(=O)[nH]c(=O)c1S(=O)(=O)N1CCN(c2ccccc2Cl)CC1	-1%	1%	1%
Cc1c(C)c2ccc(OCC(=O)N(C)C3CCS(=O)(=O)C3)c(C)c2oc1=O (stereo unspecified)	-5%	-13%	3%
CC(=O)N1[C@H](C)C=C[C@]1(Cc1ccccc1)C(=O)NCc1cc(F)cc(C(F)(F)F)c1	?	-3%	1%&9%
CCOC(=O)c1ccc(NC(=O)CN2C(=O)CCC2=O)cc1	5%	-6%	2%
CCCCCCCC(=O)N/N=C/c1ccncc1	-13%	-5%	0%
O=C1c2ccc(Cl)cc2S(=O)(=O)c2cccc(C(=O)N3CCN(c4ncc(Br)cn4)CC3)c21	21µM*	-1%	2%

Part of the list above, in CSV form.
SMILES,DT40 TDP1 no CPT,KAT2A inh,TDP1 inh
COc1cnn(-c2ccc(C)cc2)c(=O)c1Cl,-26%,1%,3%
CN1CCC(C2(O)c3ccccc3CCc3ccccc32)CC1,?,-1%,-3%
CNC(=O)CN(CCc1ccccc1)S(=O)(=O)c1ccc(OC)cc1,9%,-14%,/
CC(Oc1ccc2c3c(c(=O)oc2c1)CCC3)C(=O)NCc1ccccn1 (stereo unspecified),?,0%,1%
COc1ccc(NC(=O)CSc2nc(C(C)C)nc3c2c(=O)n(C)c(=O)n3C)c(OC)c1,-11%,-13%,1%

3 records picked at random from those above, as already listed:
SMILES	DT40 TDP1 no CPT	KAT2A inh	TDP1 inh
CCOc1cc2[nH]c(=O)n(CCC(=O)NCCc3ccccc3)c(=O)c2cc1OCC	-21%	14%	-4%
COc1ccccc1/C=C/CN1CCCCC1	11%	-2%	/
CN1CCC(C2(O)c3ccccc3CCc3ccccc32)CC1	?	-1%	-3%

The results go on:
SMILES	DT40 TDP1 no CPT	KAT2A inh	TDP1 inh
O=C(O)c1cc(S(=O)(=O)N(Cc2ccccc2)c2ccccc2Cl)ccc1Cl	6%	-5%	/
CC1CCCCN1S(=O)(=O)c1ccc2c(c1)C(C)(C)C(=O)N2C (stereo unspecified)	-19%	-6%	/
O=C(c1ccccc1)n1c(=O)cc[nH]c1=O	-5%	-1%	0%
COc1cccc(-c2ccc3c(c2)S(=O)(=O)c2cccc(C(=O)O)c2C3=O)c1OC	4%	-10%	1%
O=C(CCS(=O)(=O)c1ccc(Cl)cc1)Nc1nccs1	?	-9%	-6%
CCCC(=O)C1=C(O)C(C(=O)OC)C(C)(C)CC1=Nc1ccncc1 (stereo unspecified)	-12%	-5%	0%
O=C(NCCCN1CCOCC1)c1cc2c(s1)CSC2	3%	-11%	6%
O=C(Nc1sc2c(c1C(=O)O)CCCC2)c1ccc(Cl)cc1	?	-6%	/
CCOc1ccc(C(=O)n2cnnc2N)cc1	0%	2%	/
COc1ccc(/C=N/NC(=O)C2c3ccccc3Oc3ccccc32)c(OC)c1	-10%	-3%	3%
COc1cc(/C=N/Nc2nc(=O)[nH]nc2C)ccc1O	15%	-7%	1%
CC(C)CNC(=O)C(=O)NCc1ccccc1	1%	-4%	0%
Cc1cnc2c(c1SCC(=O)N(C)c1ccccc1)c(=O)n(C)c(=O)n2C	-25%	2%	5%
O=C(c1ccc(Br)o1)N1CCCc2ccccc21	-25%	-3%	7%
O=C1CN(C(=O)Nc2ccccc2C(F)(F)F)C(c2ccccc2)c2c(sc3c2CCCC3)N1 (stereo unspecified)	18µM*	-4%	9%
O=C(O)Cc1ccc(CCNS(=O)(=O)c2ccc(Cl)cc2)cc1	-22%	1%&12%	-2%
O=C(c1cc(-c2ccc(Cl)cc2)n(-c2cc(Cl)ccc2Cl)n1)N1CCOCC1	?	-3%	-2%
CN(C)S(=O)(=O)c1cccc(COC(=O)c2cccnc2Cl)c1	?	-2%	-4%
COC(=O)Cn1ncc2c3ccccc3n(Cc3ccccc3)c2c1=O	-25%	-13%	5%
CCOc1cc(N2CCOCC2)c(OCC)cc1NC(=O)CN1C(=O)NC(Cc2ccccc2)C1=O (stereo unspecified)	-19%	-10%	1%

Individual results from the results shown.
CC1CCCCN1S(=O)(=O)c1ccc2c(c1)C(C)(C)C(=O)N2C (stereo unspecified) | KAT2A inh: -6%
CN(C)S(=O)(=O)c1cccc(COC(=O)c2cccnc2Cl)c1 | TDP1 inh: -4%

Next entries follow:
SMILES	DT40 TDP1 no CPT	KAT2A inh	TDP1 inh
Cc1c(-c2nsc(NC(=O)c3cccs3)n2)nnn1-c1ccc(F)cc1	-28%	18%	-8%
CCN(CC)S(=O)(=O)c1ccc(NC(=O)c2nc3nc(C)cc(C)n3n2)cc1	/	2%	1%
Cc1cc(C)cc(NC(=O)C(OC(=O)Cn2cnc3c2c(=O)n(C)c(=O)n3C)c2ccccc2)c1 (stereo unspecified)	-15%	-3%	3%
O=C(Nc1ccccc1)C1=C(O)CC(c2ccoc2)CC1=Nc1ccccc1 (stereo unspecified)	?	-8%	6%
CC1CCCCC1NS(=O)(=O)CCNC(=O)c1ccccc1 (stereo unspecified)	-19%	5%	-5%[0.505 µM]
CNS(=O)(=O)c1cccc(C(=O)OCC(=O)Nc2ccc(-c3nc4ccc(C)cc4s3)cc2)c1	?	-3%	1%
CC(C)OC(=O)CN1C(=O)S/C(=C/c2ccc(N3CCCCC3)o2)C1=O	20µM*	-6%	7%
Cc1ccc(CC2C(=O)N(c3ccc(C)cc3)C(=O)C2C)cc1 (stereo unspecified)	-3%	-2%	0%
CCOc1ccccc1N(CC(=O)Nc1ccc(OC)c(Cl)c1)S(=O)(=O)c1ccccc1	/	-5%	-5%
CN(C(=O)c1cc(Cl)c2c(c1)OCCO2)c1c(N)n(Cc2ccccc2)c(=O)[nH]c1=O	-21%	-18%	-1%
CCCCN(C(=O)c1cccc(S(=O)(=O)N2CCN(C)CC2)c1)c1c(N)n(CC(C)C)c(=O)[nH]c1=O	7%	-2%	-3%
O=C(NCCCc1nc2ccccc2n1CCOc1ccccc1)C1CCCCC1	-26%	/	0%
O=C(O)c1ccc(-c2ccc(OS(=O)(=O)c3ccccc3F)cc2)cc1	-8%	-16%	11%
CC(C)COc1ccccc1C1CC(=O)Nc2cc3c(cc21)OCO3 (stereo unspecified)	4.1µM*	1%	5%
COc1ccccc1N1CCN(C(=O)c2cnn(-c3ccc(C)c(C)c3)c2C2CCN(C(=O)OC(C)(C)C)CC2)CC1	21µM*	0%	4%
COc1cc2c(cc1OC)C(c1ccc3c(c1)OCO3)CC(=O)N2 (stereo unspecified)	?	-3%	5%
COCCNC(=O)c1ccc2c(c1)N(Cc1cccc(Cl)c1)C(=O)c1ccccc1S2(=O)=O	?	-9%	-3%
Cc1nc(N)c(CC(Br)CBr)c(Cl)n1 (stereo unspecified)	7.3µM*	-5%	2%
CCCCc1c(O)nc(SCC(=O)Nc2ccc(C)cc2)n(-c2ccc(OC)cc2)c1=O	14%	-7%	3%
Cc1ccc(C(=O)N2CCN(C)CC2)cc1S(=O)(=O)N1CCOCC1	-1%	-11%	0%
COc1ccc(C2Nc3ccccc3C(=O)N2Cc2ccco2)cc1COc1c(C)cccc1C (stereo unspecified)	5µM*	/	0%
COc1ccc(NC(=O)c2nc[nH]c2C(=O)N(C)Cc2ccccc2)cc1	?	12%	5%
O=C(NCSc1ccccc1)c1ccccc1	-28%	-1%	-6%
Cc1cc(NC(=O)Nc2ccccc2)n(C(C)(C)C)n1	3%	-1%	/
COc1ccc(-c2nc3ccccc3o2)cc1NC(=O)COc1ccc(C)c(C)c1	/	-6%	-3%
NC(=O)CSc1nnc(CSc2ncccn2)n1-c1ccccc1	-2%	-1%	2%
O=C(NC(Cc1ccccc1)C(=O)O)/C(=C/c1ccc([N+](=O)[O-])cc1)NC(=O)c1ccco1 (stereo unspecified)	9%	-10%	0%
O=c1[nH]c2ccc(NS(=O)(=O)c3ccc(Cl)cc3)cc2[nH]1	-11%	1%	3%
Cc1ccccc1CSc1cn(CC(=O)N2CCCCCC2)c2ccccc12	23µM*	-17%	3%
O=C(NC1CCCC1)C1CCN(C(=O)c2ccccc2Cl)CC1	-2%	0%	8%
COC(=O)c1sccc1NC(=O)CNC(=O)c1ccccc1	-8%	-13%	6%
COc1ccc(Cc2nc3ccc(C(=O)N4CCCCC4CCO)cc3o2)cc1 (stereo unspecified)	?	-4%	-1%
CCOC(=O)c1cc(NC(=O)/C=C\C(=O)O)ccc1Cl	-1%	18%	0%
O=C(COC(=O)c1ccccc1NC(=O)C1CC1)c1ccc2c(c1)OCCO2	/	-7%	1%
Cc1ccccc1-c1cc(C(=O)NCc2cccc(Br)c2)n(CC2CC(c3cccnc3)=NO2)n1 (stereo unspecified)	18µM*	-16%	-1%
CCCN1CNc2c(c(=O)[nH]c(=S)n2CCc2ccccc2Cl)C1	11µM*	/	1%
COc1ccccc1CNc1nc(-c2ccoc2)nc2ccccc12	26µM*	-15%	/
Nc1ncc(Br)cc1S(=O)(=O)Nc1ccccc1F	-3%	3%	4%
